# SW480 rerep = A quantitative high throughput screen for small molecules that induce DNA re-replication in SW480 colon adenocarcinoma cells; SW480 DNA re-replication, Hoechst DNA content imaging, 48 h; Potency, µM (highest dose often 46.1 µM), for the others: at the highest dose re-replication activation, usual class: activators; 1.8% of 340,000 active; also: potency is read from the fitted curve at half-maximal effect; % of control where 0% means no effect; nearly all actives have a fitted effect of over 55% in size
#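 DNA re-replication was detected as more nuclei of elevated Hoechst intensity after 48 hr exposure to compound (23 nL pinned per well of 250 cells).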
# ATXN2 expr inh = Primary qHTS for Inhibitors of ATXN expression. HEK-293 ATXN2-luciferase reporter, luminescence, 24 h. Potency, µM (titrated, usually from 57 µM), for the others: at the top dose activity change, negative = inhibition, hits mostly inhibitors. 0.72% of 360,000 active. AID 1745845, 2022; also: potency is read from the fitted curve at half-maximal effect; % is scaled to controls: 0 for no effect and ±100 for the full control effect; nearly all actives have a fitted effect of over 55% in size
#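 ATXN2-luciferase reporter cells (luciferase flanked by upstream and downstream ATXN2 gene portions) were treated 24 h at 37 °C with compounds at up to 57 uM. SteadyGlo luminescence gave expression; GF-AFC fluorescence gave viability.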
# HT1080 IDH1KD tx = qHTS for induction of synthetic lethality in tumor cells producing 2HG: qHTS for the HT-1080-IDH1KD cell line; 2% of 360,000 active; AID 686971, 2013; HT-1080 IDH1 knockdown viability, ATP luminescence, 48 h; Potency, µM (top dose mostly 46.1 µM), for inactives: top-dose activity, negative = toxicity, actives largely listed as cytotoxic;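 also: potency is read from the fitted curve at half-maximal effect; 0% = DMSO wells and -100% = cell-free medium wells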
#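 Luminescent ATP read-out (CellTiter-Glo, 10 min at room temperature) after 48 h compound exposure at 37 °C gave viability of IDH1-knockdown HT-1080 cells. Activity was normalised to DMSO and cell-free wells, then fitted as concentration-response curves.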
# HT1080NT lethal = qHTS for induction of synthetic lethality in tumor cells producing 2HG: qHTS for the HT-1080-NT fibrosarcoma cell line | 1.6% of 360,000 active | HT-1080-NT fibrosarcoma viability, CellTiter-Glo ATP luminescence, 48 h | Potency, µM (series often up to 46.1 µM), for inactives: at the top dose activity, negative = less viability, actives largely listed as cytotoxic | AID 686970, 2013;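 also: NT is the 2HG producing partner of a matched IDH1 knockdown line; potency is read from the fitted curve at half-maximal effect; 0% = DMSO-treated cells and -100% = media-only wells without cells; nearly all actives have a fitted effect of over 55% in size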
#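 Luminescent CellTiter-Glo readout after 48 hours of compound exposure at 37 degrees C defined viability of HT-1080-NT cells. Activity was normalized to DMSO wells and cell-free media wells; concentration-response curves were fitted and assigned curve classes.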
# KB-V1 MDR tox = qHTS assay for MDR1-selective chemotherapeutics: Primary screen using the drug-selected MDR subline cells KB-V1 | KB-V1 MDR cells viability, CellTiter-Glo, 72 h | Potency, µM (titrated, usually from 46.1 µM), inactives show at the top dose activity change, negative = cytotoxicity, actives largely listed as cytotoxic | 3.4% of 400,000 active | AID 1347076, 2019; also: potency is read from the fitted curve at half-maximal effect; % is scaled to controls: 0 for no effect and ±100 for the full control effect; nearly all actives have a fitted effect of over 60% in size
#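 KB-V1, DMEM (no phenol red) + 10% FBS; cpd pin-transferred, titration series; 72 h, 37 degrees C; CellTiter-Glo, luminescence. Data normalized, curve-fit.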
# MCF10A rerep = A quantitative high throughput screen for small molecules that induce DNA re-replication in MCF 10a normal breast cells; MCF 10A DNA re-replication, Hoechst nuclear intensity, 48 h; Potency, µM (series often up to 46.1 µM), for the others: at the top dose activity, positive = re-replication, actives largely listed as activators; 2.9% of 350,000 active; AID 624296, 2012; also: potency is read from the fitted curve at half-maximal effect; % of control where 0% means no effect; nearly all actives have a fitted effect of over 50% in size
# S2 tox = Viability Counterscreen for Primary qHTS for Inhibitors of ATXN expression; S2 cells (HEK-293 line with an ATXN2-luciferase reporter) viability, CellTiter-Fluor protease fluorescence, 24 h; Potency, µM (series often up to 56.7 µM), actives largely listed as cytotoxic; 0.49% of 400,000 active; also: potency is read from the fitted curve at half-maximal effect; nearly all actives have a fitted effect of over 40% in size
# IL1B secr inh = qHTS for Inhibitors of Inflammasome Signaling: IL-1-beta AlphaLISA Primary Screen; activity change, % at 57.5 µM; 4.7% of 360,000 active; THP-1 LPS/ATP IL-1B secretion, AlphaLISA, 16 h; stronger effect = lower value; in the data active = activity change below about -50%; inconclusive = mostly about -30% to -49%; also: % is scaled to controls: 0 for no effect and ±100 for the full control effect
#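 THP-1 cells pretreated 1 hr with compounds (up to 57.5 uM final), then stimulated with LPS (250 ng/mL final) plus ATP (1.25 mM final); secreted IL-1B measured by AlphaLISA after 16 hr, decreased signal indicating inhibition.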
# KB-3-1 cytotox = qHTS assay for MDR1-selective chemotherapeutics: Primary screen using the parental adenocarcinoma cell KB-3-1. Potency, µM (top dose mostly 46.1 µM), without a hit: at the top dose activity change, negative = cytotoxic, hits mostly cytotoxic. KB-3-1 viability, CellTiter-Glo ATP luminescence, 72 h. AID 1347075, 2019. 1.4% of 400,000 active; also: potency is read from the fitted curve at half-maximal effect; % is scaled to controls: 0 for no effect and ±100 for the full control effect; nearly all actives have a fitted effect of over 60% in size
#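 Parental KB-3-1 viability, qHTS format: 72 h compound exposure, 37 °C; CellTiter-Glo; media-only wells and DMSO plates as controls; concentration-effect fits on corrected data.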
# Starred values were filed as active, the others as inactive; i = inactive; u = inconclusive; x = no result given; & = joins results of further samples; [ ] = dose if it differs, or a comment. Unless noted, calls follow the shape of the dose curve; as a rule, active = well fitted curve in the direction sought with a large enough effect; inconclusive = small, poorly fitted or top-dose-only effect, or another doubt; inactive = no such curve, though single readings can be large; an effect the other way counts as inactive or inconclusive. The list is partial; the hit share may differ from the screen's.
# Every second line gives: SW480 rerep	ATXN2 expr inh	HT1080 IDH1KD tx	HT1080NT lethal	KB-V1 MDR tox	MCF10A rerep	S2 tox	IL1B secr inh	KB-3-1 cytotox
CCN(CC)c1ccc(N=Cc2c(O)n(-c3ccccc3)c(=O)[nH]c2=O)cc1
→ 7%	x	-4%	-3%	u	-1%	i	35	2%
CN(C)C(=O)OCc1n(C)cc[n+]1C
→ u	2%	23%	6%	2%	-51%[inhibitor]	i	-3	6%
CCOP(=O)(C#CC(C)(C)C)C1(O)CCCCC1 (configuration not stated)
→ -1%	1%	9%	10%	19%	-13%	i	19	13%
CSCCC(c1nnnn1C1CCCC1)N1CCC2(CC1)C(=O)NCN2c1ccccc1 (configuration not stated)
→ x	-1%	0%	-2%	4%	x	u	-24	0%
Cc1cc(/C=C2\C(=O)NC(=O)N(c3ccccc3F)C2=O)c(C)n1-c1cc(C(=O)O)cc(C(=O)O)c1
→ -1%	x	0%	3%	-11%	0%	i	-18	1%
Cc1ccc(C)c(NP(=O)(Oc2ccccc2)Oc2ccccc2)c1
→ -1%	0%	u	u	0%	21µM*	i	u	u
NC(Cc1ccccc1Cl)c1nn[nH]n1 (configuration not stated)
→ x	x	0%	1%	12%	x	i	17	28%
COc1ccc(N=C(C)c2c(O)n(C)c(=O)n(C)c2=O)c(OC)c1
→ -7%[9.22 µM]	13%	10%	2%	-10%	-1%	i	-9	0%
Cc1nn(-c2ccccc2)c(Cl)c1/C=N\NC(=O)c1cnccn1
→ -6%	6%	11%	3%	-9%	u	i	14	1%
COc1ccccc1N1CCN(Cc2ccc(SC)cc2)CC1
→ 1%	x	-2%	-4%	-24%	11%	u	-6	-18%
COCCNCCOc1ccc(C(C)(C)c2ccccc2)cc1
→ 6%	-14%	u	u	-28%	7%	i	-68*	-10%
CCCCC(=O)N/N=C/c1c(O)n(C2CC2)c(=S)[nH]c1=O
→ 0%	1%	7%	11%	-2%	-79%[inhibitor]	i	-17	7%
O=c1c2ccccc2nc(-c2ccc(-c3ccccc3)cc2)n1-c1ccncc1
→ 13%	3%	-1%	0%	-5%	u	i	-19	-7%
C[C@]12CCC3C(CC[C@H]4C[C@H](O)CC[C@]34C)C1[C@@H](O)[C@@H](O)[C@@H]2O (some centres not stated)
→ -3%	-8%	6%	2%	0%	-1%	u	6	0%
CC(=NCCN1CCOCC1)c1c(O)n(Cc2ccccc2)c(=O)[nH]c1=O
→ 7%	-4%	0%	16%	0%	-2%	i	-6	9%
CCN1c2nc3ccccn3c(=O)c2CC2(C(=O)N(C)C(=O)N(C)C2=O)C1C (configuration not stated)
→ -5%	-2%	4%	8%	16µM*	-3%	i	-1	-2%
CCOC(=O)c1cnc(N2CC2)nc1N
→ u	16µM*	7%	-2%	5.8µM*	u	28µM*	-8	u
Cc1c(C(=O)N2CCC(Cc3ccccc3)CC2)sc2ncnc(N3CCC(C)CC3)c12
→ -3%	2%	9%	14%	-13%	u	i	-2	-12%
O=c1[nH]c(=S)n(C2CC2)c(O)c1C=NCC1CCCO1 (configuration not stated)
→ -2%	-13%	23%	25%	19%	-5%	i	4	-5%
COc1ccc(OCC#CCN2CCCCCC2)cc1
→ 2%	10%	1%	-5%	-25%	13%	i	14	6%
COc1ccc(N=C(C)c2c(O)n(C3CCCCC3)c(=O)[nH]c2=O)c(OC)c1
→ -2%	-7%	8%	11%	-5%	17%	i	11	12%
O=C(/C=C/c1ccccc1)NC(=S)N1C[C@H]2C[C@H](C1)c1cccc(=O)n1C2
→ u	8%	9%	10%	27%	-2%	i	-6	0%
Cc1cc(NC(=O)COC(=O)c2c(C)nn(Cc3ccccc3)c2C)no1
→ 3%[9.22 µM]	-5%	-2%	-2%	u	0%	i	-1	u
Brc1ccc2[nH]cc(/C=N/N3CCCCC3)c2c1
→ u	-11%	-19%	-12%	-18%	u	i	-65*	2%
CCCCCCCCC(=O)NCc1ccc(O)c(OC)c1
→ 12%	-12%&12%	-3%	-16%	-3%	30%	i	-2	0%
Cc1nn(CC(C)C)c(Cl)c1C(=O)NC1CCCC1
→ x	x	-1%	2%	12%	x	u	-10	0%
COc1ccccc1N1C(=O)NC(=O)C(CCc2ccncc2)(CCc2ccncc2)C1=O
→ 2%	18%	-1%	-4%	12%	-7%	i	3	-7%
CCCCn1c(=O)c(C(=O)NCc2ccc(Cl)cc2)c(O)c2ccccc21
→ u	-25%	5%	15%	-5%	u	i	69	-7%
O=P(OC1=CCCCC1)(c1ccccc1)c1ccccc1
→ x	-7%	-14%	1%	0%	x	u	-5	0%
COc1ccc(NC(=O)N(C)C[C@H]2Oc3c(NC(=O)Nc4ccccc4)cccc3C(=O)N([C@H](C)CO)C[C@@H]2C)cc1
→ -3%	5%	6%	10%	-14%	0%	u	-10	29%
O=c1ccc2cc(O[C@@H]3O[C@H](CO)[C@@H](O)[C@H](O)[C@H]3O)c(O)cc2o1
→ u	0%	0%	28%	0%	u	x	-6	0%
Cc1ccccc1-n1c(O)c(/C=N/N2CCOCC2)c(=O)[nH]c1=S
→ -7%	-18%	25%	13%	u	-11%	i	5	17%
CN(C)C(=O)Oc1cccc(-c2cn3cc(Cl)ccc3n2)c1
→ 11%	61%[activator]	-1%	8%	13µM*	25%	u	-12	9%
COc1ccc(S(=O)(=O)NC(CC(=O)N2CCC3(CC2)OCCO3)c2ccco2)cc1 (configuration not stated)
→ -1%	-3%	6%	1%	-4%	-1%	i	-5	2%
CCCCn1nnnc1C(CCc1ccccc1)N1CCC(n2c(=O)[nH]c3ccccc32)CC1 (configuration not stated)
→ x	u	u	u	4.1µM*	x	u	-56*	u
COC(=O)C1=C(C)N(Cc2ccco2)C(=O)/C1=C\c1ccc(N(C)C)cc1
→ -1%	-28%	9%	15%	1%	5%	u	-6	22%
CCc1nc(N2CCNCC2)c(C#N)c2c1CSC(C)(C)C2
→ -6%	-23%	3%	-1%	0%	25%	i	2	-15%
Nc1c(C(=O)NCc2ccco2)c2nc3ccccc3nc2n1Cc1ccc(F)cc1
→ u	u	u	16µM*	-5%	3.7µM*	i	u	-11%
C=CCC1(CC)C(=O)NC(=S)NC1=O
→ 0%	1%	15%	8%	0%	1%	i	14	3%
CC(=O)C1CCC2(O)C3CCC4=CC(=O)CCC4(C)C3CCC12C (configuration not stated)
→ -3%	9%	1%	11%	u	-2%	i	6	7%
COC(=O)c1cn(Cc2ccc(F)cc2)c2ccccc12
→ x	x	u	-21%	-10%	x	i	3	-15%
O=S1(=O)CCN(CCc2c[nH]c3ccccc23)CC1
→ 1%	10%	7%	2%	u	-2%	i	39	15%
Cc1nnc(NC(=O)c2cccn(Cc3ccccc3F)c2=O)s1
→ x	9%	x	x	-2%	x	i	x	16%
COc1cccc(CN(C)C[C@@H]2OCc3ccccc3-c3c(n(C)c4ccccc34)C(=O)N([C@@H](C)CO)C[C@H]2C)c1
→ x	u	u	u	-1%	x	28µM*	-27	u
CC(C)C(=O)NC(Oc1ccccc1Cl)C(Cl)(Cl)Cl (configuration not stated)
→ -6%	6%	-5%	0%	1%	-7%	i	17	1%
CC12CCC(=O)C=C1CCC1C2CCC2(C)C(O)CCC12 (configuration not stated)
→ 1%	-11%	-3%	5%	4.1µM*	11%	i	-16	u
CC(C)CCC[C@@H](C)[C@H]1CC[C@H]2[C@@H]3C(=O)C=C4C[C@@H](O)CC[C@]4(C)[C@H]3CC[C@]12C
→ -18%	1%	2%	21%	2%	u	i	19	0%
CCCn1c(C(=O)c2ccc(OC)cc2)nc2ccccc21
→ -9%	-11%	0%	3%	-29%	0%	i	u	11%
O=C(c1ccc2c(c1)N(Cc1ccc(F)cc1)CCS2)N1CCC2(CC1)OCCO2
→ 24%	-19%	0%	-12%	-1%	u	i	-65*	-18%
O=C(O)Cn1cc(/C=C2\C(=O)NC(=O)N(c3ccc(Br)cc3)C2=O)c2ccccc21
→ -19%	-2%	4%	3%	17%	7%	i	19	12%
COc1ccc(C(=O)N2C[C@H]3C[C@@H](C2)c2cccc(=O)n2C3)cc1OC
→ 2%	5%	2%	14%	0%	-2%	i	-11	0%
Cc1cccc(N2C(=O)NC(=O)C3(Cc4cc(C)ccc4N(C)C3)C2=O)c1 (configuration not stated)
→ -4%[9.22 µM]	8%	4%	3%	-2%	u	i	45	1%
NC(CCc1ccccc1)c1csc(NC(=O)Nc2ccccc2Oc2ccccc2)n1 (configuration not stated)
→ x	u	u	23µM*	23µM*	x	u	-79*	u
COC(=O)C1=C(c2ccc(OC(F)(F)F)cc2)C[C@@H]2CC[C@H]1N2C(=O)N1CCC(O)CC1
→ -11%	-14%	11%	3%	-2%	-5%	i	28	-2%
COC(=O)C1=C(C)NC(=S)NC1c1ccc(N(CCCl)CCCl)cc1Cl (configuration not stated)
→ 14%	0%	0%	0%	u	15%	u	-28	-1%
Cc1cc([N+](=O)[O-])c(Cl)cc1NC(=O)C(C)C
→ 3%	-5%	13%	16%	17%	1%	i	-9	15%

# Source: PubChem (National Center for Advancing Translational Sciences (NCATS))
